# Assay outcomes from PubChem.
# SENP8 block – SENP8 (human) protease inhibition; Q96LD8; actives 0.64% (n = 360,000); inhibition, % at 20 µM; AID 602440; recombinant SENP8, Nedd8 substrate fluorescence; in the data active = inhibition mostly above about 40%, no sharp cut-off; inactive = mostly below about 27%
# Target sequence (Q96LD8 whole entry, looked up): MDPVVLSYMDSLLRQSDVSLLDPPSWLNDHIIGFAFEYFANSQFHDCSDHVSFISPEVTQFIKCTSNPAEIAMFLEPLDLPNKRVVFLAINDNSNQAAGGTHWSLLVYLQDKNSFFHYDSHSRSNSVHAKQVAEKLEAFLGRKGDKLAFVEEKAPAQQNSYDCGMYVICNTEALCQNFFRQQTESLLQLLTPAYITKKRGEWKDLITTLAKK
# MPTP block – blocks calcium-induced mitochondrial swelling; actives 1.4% (n = 360,000); AID 602449; inhibition, % at 10 µM; isolated mouse mitochondria, Ca2+ swelling absorbance, 30 min;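 active = inhibition of 50% or more, scaled per plate between neutral and stimulator controls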;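 also: 0% = DMSO wells given calcium and 100% = 1 mM EGTA wells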
# GRIN3A LBD mod – modulates the human NR3A ligand-binding domain; AID 1259313; Tm shift relative to glycine control, % at 25 µM; actives 2.5% (n = 340,000); NR3A LBD differential scanning fluorimetry, Tm shift; 0% = protein alone, 100% = glycine-bound protein;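 active = melting temperature shift of at least 10% of the positive control shift, at one fixed dose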
# SENP6 block – inhibitors of human SENP6 protease | Q9GZR1 | Recombinant SENP6 catalytic domain, aminoluciferin luminescence | inhibition, % at 10 µM | actives 1.8% (n = 330,000) | AID 2599;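 active = inhibition above about 50% at the single tested dose, limit read from the data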;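 also: plate controls were DMSO wells with enzyme for no effect and DMSO wells lacking enzyme for full effect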
# Target sequence (Q9GZR1 628-1112 limits assumed): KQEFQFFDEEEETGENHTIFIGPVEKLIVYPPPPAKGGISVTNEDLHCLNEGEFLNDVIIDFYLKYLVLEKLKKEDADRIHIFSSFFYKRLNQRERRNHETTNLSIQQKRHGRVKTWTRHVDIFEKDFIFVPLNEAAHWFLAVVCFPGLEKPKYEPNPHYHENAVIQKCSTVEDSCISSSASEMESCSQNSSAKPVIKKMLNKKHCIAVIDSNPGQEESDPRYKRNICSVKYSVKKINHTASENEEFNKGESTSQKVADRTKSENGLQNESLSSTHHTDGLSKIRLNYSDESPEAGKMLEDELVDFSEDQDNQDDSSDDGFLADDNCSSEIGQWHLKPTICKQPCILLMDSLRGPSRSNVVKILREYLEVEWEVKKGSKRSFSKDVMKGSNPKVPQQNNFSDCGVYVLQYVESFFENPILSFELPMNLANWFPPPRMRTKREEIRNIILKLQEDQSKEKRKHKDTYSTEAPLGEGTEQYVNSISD
# HKDC1 inhibitor – blocks human hexokinase HKDC1 activity | AID 493160 | recombinant HKDC1, G6PDH/diaphorase resazurin coupled fluorescence | actives 0.16% (n = 340,000) | inhibition, % at 20 µM;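 active = inhibition above about 35% when tested at 20 µM, limit read from the data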;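 also: plate controls were DMSO wells with enzyme for no effect and DMSO wells lacking enzyme for full effect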
#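 Test system: recombinant HKDC1 (HK5) hexokinase enzyme, produced in-house / Doses: 20 µM test compound, 1% DMSO / Timing: 90 min, room temperature / Detection: G6PDH/diaphorase-coupled fluorescence, 1 mM NADP, 100 µM resazurin, 525/613 nm / Control set: DMSO wells with and without enzyme mix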
# PfG6PD inh – PfG6PD (Plasmodium falciparum) enzyme inhibition. PfGluPho enzyme, NADPH resazurin-diaphorase fluorescence. inhibition, % at 20 µM. actives 0.78% (n = 350,000);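 active = inhibition reaching at least a set limit at 20 µM in the primary screen, cut at about 59% in these data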;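 also: 0% = DMSO wells with substrate and 100% = DMSO wells lacking glucose-6-phosphate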
# ATG4B inhibitor – inhibitors of human ATG4B cysteine protease; AID 504462; inhibition, % at 8.33 µM; ATG4B cleavage of LC3-PLA2, NBD-HPC fluorescence, 1 h; actives 0.51% (n = 340,000); in the data active = inhibition above about 40%
# Target sequence (Q9Y4P1 whole entry, looked up): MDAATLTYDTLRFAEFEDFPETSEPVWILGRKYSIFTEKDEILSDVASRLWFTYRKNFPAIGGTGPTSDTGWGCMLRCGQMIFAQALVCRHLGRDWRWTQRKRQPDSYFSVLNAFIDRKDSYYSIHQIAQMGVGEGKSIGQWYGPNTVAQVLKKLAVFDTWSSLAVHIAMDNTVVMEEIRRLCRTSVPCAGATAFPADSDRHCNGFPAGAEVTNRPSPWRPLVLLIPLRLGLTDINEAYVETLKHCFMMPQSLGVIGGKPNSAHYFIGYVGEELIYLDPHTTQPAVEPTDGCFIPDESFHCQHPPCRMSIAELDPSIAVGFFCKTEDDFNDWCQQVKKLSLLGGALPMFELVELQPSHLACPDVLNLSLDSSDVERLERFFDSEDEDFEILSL
# SENP7 block – inhibitors of human SENP7 protease; AID 434973; recombinant SENP7, Z-RLRGG-aminoluciferin luminescence, 40 min; Q9BQF6; actives 1.5% (n = 330,000); inhibition, % at 5 µM;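 active = inhibition above about 50% at the single test dose, limit read from the data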;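 also: plate controls were DMSO with enzyme for no effect and no enzyme buffer wells for full effect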
# The depositor's hits bear a star; . = no result given.
SMILES,SENP8 block,MPTP block,GRIN3A LBD mod,SENP6 block,HKDC1 inhibitor,PfG6PD inh,ATG4B inhibitor,SENP7 block
O=C(O)c1cc(S(=O)(=O)N2CCCCC2)ccc1N1CCOCC1,0.6,-1.0,1.1,-17.4,5.0,-9.1,0.1,5.5
Cc1ccc(NC(=O)CSc2ccc(-c3cccnc3)nn2)c(C)c1,10.5,0.0,-2.3,7.7,3.1,1.0,2.0,3.2
O=C(OCCc1cc2ccccc2c(=O)o1)c1cccc(Br)c1,20.5,0.5,-13.3,-9.7,3.2,-5.7,4.6,-7.2
O=C(c1ccccc1)N1CCN(C2CCCCCC2)CC1,17.8,0.1,-0.4,-10.1,-4.1,-3.5,-0.5,9.7
CCN(CC)CCNC(=O)C(C)c1nn(CC)c(=O)c2ccccc12 (stereo unspecified),22.2,-0.2,0.4,8.2,11.1,-9.3,2.0,1.1
O=C(O)C(Cc1c[nH]c2ccccc12)N1CCS(=O)(=O)CC1 (stereo unspecified),1.4,-0.9,-0.2,-13.1,-6.4,-6.7,2.4,-10.0
O=[N+]([O-])c1cc(/C=N/n2cnnc2)ccc1N1CCCC1,12.0,-0.6,-0.7,-20.2,-9.7,9.2,-13.4,-9.7
CCOc1ccc(C(=O)OCCN(C)C)cc1,7.9,0.8,5.6,-4.2,-3.3,19.1,7.2,-0.3
NC(=O)C1CCN(C(=O)c2ccc(NS(=O)(=O)c3ccc(F)c(F)c3)cc2)CC1,-9.3,-0.4,-1.6,-4.2,-3.6,-7.9,-5.6,3.9
CC(C)(CN1CCN(c2ccccc2)CC1)NS(=O)(=O)c1ccccc1,25.0,-1.4,0.0,2.6,-5.3,-7.3,-6.1,-9.5
CC(C)(C)C(=O)NC(=S)NNC(=O)c1ccncc1,-16.5,0.9,3.0,19.1,-8.5,5.0,-7.3,5.4
COc1ccc(C/C(C)=N/NC(=S)Nc2ccc(C(C)C)cc2)cc1,12.4,-1.1,-1.3,-36.7,-10.9,34.3,-6.5,-0.7
Cc1nnc(SCC(=O)N(Cc2ccccc2)C(C)C)n1-c1ccccc1,8.2,-6.4,0.6,-0.7,-5.6,-1.1,-3.6,-5.5
N#Cc1ccc2nc3c(nc2c1)CCCC3,10.4,-0.9,3.5,-6.7,1.6,25.9,-2.2,2.0
Cc1ccc(C(=O)OCC(=O)Nc2cccc(S(=O)(=O)N3CCCCC3)c2)o1,20.0,-0.3,1.5,-5.0,3.5,-0.6,-2.7,9.3
CC1=C(C#N)C(NC(=O)c2ccco2)(C(F)(F)F)C(=O)N1 (stereo unspecified),4.1,-0.5,-15.1,2.6,-9.5,-13.5,-1.3,-2.4
Cc1cccc(NC(=O)C(C)SCc2nc3sc(C)c(C)c3c(=O)[nH]2)n1 (stereo unspecified),-112.4,-0.9,3.2,0.0,-1.5,9.2,2.9,7.7
O=C(NC(=S)NCc1ccccc1)C1CCCCC1,15.8,3.1,18.3*,-0.8,6.2,-11.4,15.1,11.0
Nc1ccc(-c2cc(N)n(-c3ccccc3)n2)cc1,-174.0,0.2,3.9,7.4,-6.1,13.0,-2.8,18.2
COc1ccc(/C=N/O)cc1COc1ccc(NC(C)=O)cc1,16.6,2.1,-0.6,-6.3,-5.6,0.8,-5.6,6.8
Cc1ccc(COC(=O)c2nn(C)c(=O)c3ccccc23)cc1,14.4,55.4*,-2.9,-9.6,-6.5,6.4,-4.6,4.0
CCN1C(=O)c2cccc3c(S(=O)(=O)Nc4c(C)n(C)n(-c5ccccc5)c4=O)ccc1c23,2.8,1.1,-12.7,-3.8,-2.7,2.5,-3.4,-4.1
Cc1cc(C)c(NC(=S)NC(=O)c2c(Cl)c(C)nn2C)c([N+](=O)[O-])c1,20.0,0.1,-0.1,11.8,11.4,-25.7,15.5,2.9
COC(=O)c1ccc(Oc2nc(C(N)=O)cc(-c3ccccc3)n2)cc1,20.1,1.3,-1.1,-0.3,-8.9,-8.2,-6.5,-3.5
Cc1ccc(C(=O)NC2CCCCC2)cc1,-1.7,0.9,0.1,-18.9,-8.6,1.7,-3.1,2.6

# Reprinted at random: two entries already listed, in no set order.
SMILES,SENP8 block,MPTP block,GRIN3A LBD mod,SENP6 block,HKDC1 inhibitor,PfG6PD inh,ATG4B inhibitor,SENP7 block
Cc1ccc(NC(=O)CSc2ccc(-c3cccnc3)nn2)c(C)c1,10.5,0.0,-2.3,7.7,3.1,1.0,2.0,3.2
Cc1cc(C)c(NC(=S)NC(=O)c2c(Cl)c(C)nn2C)c([N+](=O)[O-])c1,20.0,0.1,-0.1,11.8,11.4,-25.7,15.5,2.9

# Further entries follow:
SMILES,SENP8 block,MPTP block,GRIN3A LBD mod,SENP6 block,HKDC1 inhibitor,PfG6PD inh,ATG4B inhibitor,SENP7 block
CC(=O)c1c(C)[nH]c(C(=O)Nc2ccc(C)c(C)c2)c1C,17.1,10.2,-0.8,-25.3,3.6,1.0,-4.4,-1.2
Cc1ccc([C@@H]2[C@@H]3C(=O)N(C)C(=O)[C@@H]3[C@]3(Cc4ccccc4)C(=O)N(Cc4ccccc4)CC(=O)N23)o1,12.8,-1.9,0.9,4.7,-6.9,-3.9,0.2,8.1
CCc1ccccc1NC(=O)CSc1nc2ccccc2nc1N1CCOCC1,-102.5,-0.1,0.5,0.4,0.8,-14.8,1.3,-12.6
CCN(CC)CCn1c2c(c(SCC(=O)Nc3cccc4ccccc34)nc1=O)CCC2,7.5,0.3,1.9,-12.8,-6.1,-27.6,-7.0,-12.5
CC(=O)Nc1ccc(NC(=O)Cn2cnc3c(nnn3Cc3ccc(F)cc3)c2=O)cc1,9.1,-0.4,3.4,1.9,-0.1,-12.5,7.2,4.2
C/C=C/C(=O)OCC(=O)Nc1cccc(F)c1,8.7,-0.7,-0.1,-13.7,-9.5,8.2,1.3,-10.3
COc1ccc(Cl)cc1S(=O)(=O)N1CCN=C1Cc1ccccc1,7.1,-0.2,2.9,-7.5,-3.7,18.9,2.1,-25.8
CCn1c(C)cc2c(c1=O)C(c1ccncc1)C(C#N)=C(N)O2 (stereo unspecified),-13.0,-0.3,-2.1,-0.9,-7.2,-3.7,-3.8,-4.6
O=C(CNC(=O)c1cccc(Cl)c1)NCC(c1cccs1)N1CCOCC1 (stereo unspecified),9.2,-0.2,0.3,6.9,-1.2,-0.7,4.2,7.2
CCc1nn2c(=O)cc(COC(=O)c3ccc(SC)cc3OC)nc2s1,-7.4,-2.7,1.1,-9.2,-9.8,-1.6,-9.5,10.3
O=C(NN1CCOCC1)c1ccccc1,-0.5,0.5,0.9,4.3,-3.6,-12.9,3.9,11.4
Cc1ccc(C(=O)NNC(=O)c2ccc3ccccc3c2)cc1,7.0,-0.4,-0.6,.,-1.7,13.0,-3.0,.
Cn1c(=O)oc2cc(S(=O)(=O)N3CCCc4ccccc43)ccc21,-5.2,-1.2,-2.5,-5.8,3.1,-1.9,-3.0,1.3
C/C(CC(=O)Nc1ccc(Cl)cc1Cl)=N\NC(=O)C(=O)NCCO,4.4,1.1,-0.7,-4.2,-10.3,-1.9,-7.2,4.6
C=CCNC(=O)CC(=O)N/N=C/c1cccc(Br)c1,9.4,-0.6,1.1,10.2,-9.7,14.0,1.4,0.3
CCN1/C(=C/c2ccc3ccccc3[n+]2CCCS(=O)(=O)[O-])C=Cc2cc(C)ccc21,5.0,17.5,-3.0,.,-9.7,-6.2,5.2,.
COc1cccc(CN2CCN(Cc3cccn3-c3cccnc3)CC2CCO)c1 (stereo unspecified),15.0,-0.7,1.8,13.5,-9.1,7.1,-9.6,0.2
CCOc1ccc(NC(=O)CSc2ccc(-c3ccco3)nn2)cc1,14.9,-1.0,-13.4,8.2,9.1,16.3,3.3,-7.4
Cc1ccc(-n2nnnc2SCC(=O)NCC2(N3CCOCC3)CCCCC2)cc1,3.9,-0.6,3.0,-4.9,-1.9,15.7,0.2,8.5
CN1C=CC2=C(C#N)C(N)C(C#N)(C#N)C(c3ccccc3)C2C1 (stereo unspecified),-287.5,0.9,-1.4,-12.7,1.6,11.1,-11.8,10.2
COc1ccccc1NC(=S)N(Cc1ccc(C(=O)O)cc1)Cc1ccc(OC)c(OC)c1,11.2,4.9,-0.7,-18.0,-5.9,3.9,-9.2,-1.8
CC(=O)N1[C@H](C)C=C[C@]1(Cc1ccccc1)C(=O)NCCc1c[nH]c2ccccc12,-36.7,-1.5,0.1,-2.8,-4.6,7.6,-10.7,1.6
CCCn1c(SCCc2ccccc2)nc2c1c(=O)[nH]c(=O)n2C,9.0,1.5,0.3,-7.6,-0.3,3.3,-5.9,6.3
Cc1ccc(C(=O)N2C(CC(=O)Nc3ccc(Cl)cc3)C(=O)NC3CCCCC32)cc1 (stereo unspecified),16.1,1.6,-2.2,3.4,-3.1,-2.7,-8.8,8.7
O=c1c(Cc2ccc(Cl)cc2Cl)c(O)ccn1Cc1ccc(Cl)cc1,18.1,14.6,22.4*,2.4,2.8,-22.4,1.8,-5.0

# Part of the list above, reduced to SENP7 block and SENP6 block:
Molecule	SENP7 block	SENP6 block
Cc1ccc([C@@H]2[C@@H]3C(=O)N(C)C(=O)[C@@H]3[C@]3(Cc4ccccc4)C(=O)N(Cc4ccccc4)CC(=O)N23)o1	8.1	4.7
CCc1ccccc1NC(=O)CSc1nc2ccccc2nc1N1CCOCC1	-12.6	0.4
CCN(CC)CCn1c2c(c(SCC(=O)Nc3cccc4ccccc34)nc1=O)CCC2	-12.5	-12.8
CC(=O)Nc1ccc(NC(=O)Cn2cnc3c(nnn3Cc3ccc(F)cc3)c2=O)cc1	4.2	1.9
C/C=C/C(=O)OCC(=O)Nc1cccc(F)c1	-10.3	-13.7

# (list continues)
SMILES,SENP8 block,MPTP block,GRIN3A LBD mod,SENP6 block,HKDC1 inhibitor,PfG6PD inh,ATG4B inhibitor,SENP7 block
CCOC(=O)C1CCN(C(=O)c2cc3ccc(OC)cc3[nH]2)CC1,12.4,-0.5,-0.1,-39.5,-0.2,-8.9,10.9,-14.0
CCNC(=S)N/N=C(\C)c1ccc2ccccc2c1OC(F)F,4.3,12.9,-2.5,14.8,-1.3,16.5,-24.9,-0.4
Cn1c(=O)c2cc(S(=O)(=O)Nc3cccc(F)c3)ccc2n(C)c1=O,18.8,-1.4,-0.1,-6.3,4.9,-14.7,-4.5,7.1
Cc1c([N+](=O)[O-])cc(C(=O)Oc2ccc(Br)cc2C(=S)N2CCCCC2)cc1[N+](=O)[O-],13.6,8.1,-2.6,-8.1,2.9,20.1,-5.5,-13.2
CSc1ccccc1C(=O)N(CC1CCCO1)c1c(N)n(Cc2ccccc2)c(=O)[nH]c1=O (stereo unspecified),4.4,-0.9,2.4,-2.7,-1.6,-1.8,1.1,-4.2
CC(C)c1ccc(/C=N/NC(=O)c2nnn(-c3nonc3N)c2CSC2=NCCS2)cc1,16.9,27.7,3.6,9.5,-7.6,0.8,8.3,-1.4
COc1cccc(SCc2noc(C(=O)NCCCN3CCOCC3)c2C(=O)NCCCN2CCOCC2)c1,4.9,1.2,-3.9,-16.0,-4.7,1.9,5.1,1.4
CC(C)Cc1csc(NC(=O)c2ccc(F)cc2)c1C(=O)O,-48.7,53.1*,-2.2,89.4*,0.0,22.5,8.0,2.3
CCCCOC(=O)Nc1ccc(N2CCCCC2)cc1,6.0,2.0,0.3,16.4,-4.7,9.1,0.5,0.4
CC1CC(C)CN(C(=O)CSc2nc(Cc3cccs3)nc3ccccc23)C1 (stereo unspecified),5.1,1.2,8.9,-6.0,17.4,-1.1,16.5,3.3
Cc1cc(NC(=O)C2Oc3ccccc3OC2C)no1 (stereo unspecified),7.0,0.8,2.1,13.5,-1.6,-9.3,-3.1,-5.3
COc1ccc(NC(=O)C(=O)NCCC2CCCCN2S(=O)(=O)c2ccc(F)cc2)cc1 (stereo unspecified),7.0,-2.6,0.9,-7.5,-4.1,7.0,-9.8,-3.2
CC(C)[C@H](NC(=O)c1ccc(Cl)cc1Cl)C(=O)NNC(=O)c1ccco1,12.2,-2.6,0.5,13.5,0.2,-15.6,5.8,-10.3
NC(=O)C1(N2CCCCC2)CCN(C(=O)c2ccc(C#Cc3ccccc3)o2)CC1,13.3,-1.7,-5.6,-10.5,21.7,9.3,-9.5,1.6
Cc1cc2c(NC(=O)Nc3ccc(C(F)(F)F)cc3)cccc2nn1,-105.7,85.8*,4.4,-0.1,13.9,20.8,11.5,14.7
